M4 antag: blocks acetylcholine activation of human M4 receptor | P08173 | CHO-hM4 cells, ACh EC80, Fluo-8 calcium fluorescence | inhibition, % at 3 µM | actives 0.73% (n = 360,000) | AID 624125;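 active = inhibition above its plate's cutoff, the mean inhibition of sample wells plus 3 SD, cut at about 27% in these data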;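 note: 0% = acetylcholine EC80 with DMSO and 100% = DMSO without agonist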
CHRM5 agonist: CHRM5 agonism in calcium assay. AID 624037. actives 0.19% (n = 360,000). activation, % at 3 µM. CHO-K1 hM5 cells, Fluo-8 calcium fluorescence; 0% DMSO wells, 100% maximal acetylcholine response. P08912;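 active = activation above the run's mean over test compounds plus 3 SD, cut at about 23% in these data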;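 note: signal is peak over basal fluorescence ratio across the kinetic read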
Target sequence (P08912 whole entry, looked up): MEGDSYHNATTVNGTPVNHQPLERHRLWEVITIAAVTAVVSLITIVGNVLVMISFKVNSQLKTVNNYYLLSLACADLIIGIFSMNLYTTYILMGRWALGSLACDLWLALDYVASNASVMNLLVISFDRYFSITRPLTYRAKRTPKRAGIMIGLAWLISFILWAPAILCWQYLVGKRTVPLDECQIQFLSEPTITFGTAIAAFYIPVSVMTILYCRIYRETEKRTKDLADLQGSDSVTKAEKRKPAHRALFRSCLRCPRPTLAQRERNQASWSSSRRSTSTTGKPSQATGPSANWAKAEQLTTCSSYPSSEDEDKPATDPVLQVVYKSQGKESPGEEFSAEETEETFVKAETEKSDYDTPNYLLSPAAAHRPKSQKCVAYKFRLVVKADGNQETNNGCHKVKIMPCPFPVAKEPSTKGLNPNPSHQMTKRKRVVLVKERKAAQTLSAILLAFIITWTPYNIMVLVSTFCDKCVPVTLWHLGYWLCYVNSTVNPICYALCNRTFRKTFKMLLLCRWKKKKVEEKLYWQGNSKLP
CHRM4 agonist: agonists of human muscarinic M4 receptor (CHRM4); actives 0.14% (n = 360,000); CHO-K1 hM4/Gqi5, Fluo-8 calcium fluorescence; vehicle 0%, full acetylcholine response 100%; activation, % at 3 µM; P08173;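 active = activation above the run mean over all test wells plus 3 SD, cut at about 32% in these data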;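 note: peak over basal fluorescence ratio per well then scaled between controls; 0% = DMSO wells and 100% = acetylcholine at EC100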
CHRM5 antagonist: antagonists of human muscarinic M5 receptor (CHRM5) | AID 624040 | inhibition, % at 3 µM | CHO-hM5 cells, Fluo-8 calcium fluorescence, ACh EC80 | actives 0.59% (n = 360,000) | P08912;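 active = inhibition above a per-plate cutoff, the mean of that plate's test compounds plus 3 SD, cut at about 27% in these data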;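 note: 0% = acetylcholine EC80 with DMSO and 100% = DMSO without agonist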
CHRM1 agonist: agonists of human M1 muscarinic receptor; P11229; CHO-K1 hM1, Fluo-8 calcium fluorescence, agonist mode; 0% DMSO, 100% acetylcholine EC100; activation, % at 3 µM; actives 0.33% (n = 360,000);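 active = activation above the run's mean compound activation plus 3 SD, cut at about 16% in these data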;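 note: peak over basal fluorescence ratio within a 140 s kinetic read after compound addition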
TAAR1 ag: agonists of human TAAR1; Q96RJ0; CHO RD-HGA16 TAAR1, Fluo-8 calcium fluorescence; vehicle wells 0%, saturating PEA agonist 100%; activation, % at 3 µM; actives 0.99% (n = 360,000);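 active = activation above the mean activation of all test compounds in the run plus 3 SD, cut at about 38% in these data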
Target sequence (Q96RJ0 whole entry, looked up): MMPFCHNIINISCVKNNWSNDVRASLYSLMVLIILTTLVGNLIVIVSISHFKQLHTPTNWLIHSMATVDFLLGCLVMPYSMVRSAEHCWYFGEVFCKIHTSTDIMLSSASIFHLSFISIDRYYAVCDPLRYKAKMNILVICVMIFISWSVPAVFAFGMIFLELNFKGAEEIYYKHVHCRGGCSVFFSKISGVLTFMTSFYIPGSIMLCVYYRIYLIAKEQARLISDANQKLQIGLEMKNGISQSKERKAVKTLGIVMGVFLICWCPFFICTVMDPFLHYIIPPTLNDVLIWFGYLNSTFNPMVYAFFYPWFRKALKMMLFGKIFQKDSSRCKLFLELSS
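test system = CHO RD-HGA16 cells carrying human TAAR1 plus Gα16 | schedule = 17-24 h seeding, 75 min 37 °C dye, 30 min RT | compound dosing = 3 µM single concentration | control set = DMSO and PEA EC100 | replicates = n 1 | signal = Fluo-8 fluorescence, 5 s baseline then 140 s kinetic read | measure = percent activation vs PEA EC100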
M1 antag: blocks human M1 muscarinic receptor. P11229. CHO-K1 hM1, Fluo-8 calcium fluorescence, ACh EC80 antagonist. inhibition, % at 3 µM. actives 1.3% (n = 360,000). AID 588852;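 active = percent inhibition above its own plate's cutoff, namely the mean of that plate's compound wells plus 3 SD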;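 note: peak over basal fluorescence ratio during 140 s after agonist addition; 0% = ACh EC80 plus DMSO and 100% = DMSO alone without agonist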
M1 PAM: positive allosteric modulators of human M1 muscarinic receptor; P11229; CHO-K1 hM1, Fluo-8 calcium fluorescence, ACh EC20; 0% = ACh EC20, 100% = maximal ACh; activation, % at 3 µM; actives 0.088% (n = 360,000); AID 588819; in the data active = activation above about 19%, passing the limit was not always enough
M5 PAM: positive allosteric modulators of human muscarinic M5 receptor; CHO-K1 hM5, Fluo-8 calcium, ACh EC20 PAM; 0% = ACh EC20, 100% = ACh EC100; AID 624038; P08912; actives 0.3% (n = 360,000); activation, % at 3 µM;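 active = activation above the run cutoff, the mean activation of all test compounds plus 3 SD, cut at about 18% in these data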
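Assay system: CHO-K1 hM5 cells / Incubation: Fluo-8 loading 80 min at 37 °C plus 30 min room temperature / Technique: Fluo-8 calcium dye fluorescence, kinetic read / Repeats: single replicate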
* marks the source's active call; other numbers are inactive results; · = no result given; & = joins results of further samples. These rows are one share of the data; rates above refer to the full screens.

SMILES	M4 antag	CHRM5 agonist	CHRM4 agonist	CHRM5 antagonist	CHRM1 agonist	TAAR1 ag	M1 antag	M1 PAM	M5 PAM
c1ccc(CNc2c3c(nc4ncnn24)CCCC3)nc1	7	-5	0	-4	-4	5	-7	6	4
COc1ccccc1N(Cc1cc(=O)[nH]c2ccccc12)C(C)=O	1	-1	0	-6	-5	-1	4	-5	2
Cc1cc(C)c2c(CC(=O)Nc3ccc(Cl)cn3)coc2c1	-7	-3	-2	4	-7	2	-14	-9	-8
Nn1c(COc2ccccc2)nnc1SC(F)F	4	-1	0	-2	-3	4	4	-2	-1
CC(Sc1nnc(N)s1)c1ccccc1Cl (centres undefined)	-3	-1	1	4	-2	-1	-13	5	0
O=C(CN1CCN(c2ccccn2)CC1)Nc1ccc(F)cc1	2	-2	0	3	-4	3	-14	8	-3
COc1c[nH]n(-c2ccccc2)c(=O)c1=O	-2	9	0	-3	-1	7	-11	6	7
Cc1cccc(NC(=O)c2ccc(CN3CCc4ccccc4C3)cc2)c1C	0	-8	2	2	-10	1	1	-8	-2
CCOC(=O)c1cccc(NC(=O)C2CCCN2S(=O)(=O)c2cccc3cccnc23)c1 (centres undefined)	-14	2	7	-2	-2	2	-19	9	-3
COc1ccc(COC(=O)c2sc3nc4n(c(=O)c3c2C)CCC4)cc1	-13	-1	2	-1	-3	0	-9	7	3
CCc1nc2oc3ccccc3c(=O)c2c(=O)n1-c1ccccc1	-7	1	-2	0	-5	10	-3	10	0
COc1ccc(C(C(=O)NC2CCCCC2)N(C(=O)CCl)c2cccc(Cl)c2)cc1 (centres undefined)	-10	2	5	5	-5	8	-8	11	-5
CC(OC(=O)C1=COCCO1)C(=O)c1ccc(C(C)(C)C)cc1 (centres undefined)	-10	-1	4	5	0	4	-6	1	-9
O[C@H]1CN(CC2CCCCC2)[C@@H](c2ccc(Cl)cc2)C[C@@H]1n1cc(-c2ccc(F)cc2)nn1	-15	1	0	-6	-1	2	-7	7	3
COc1ccc(CCN(C(=O)c2ccc(F)cc2)C2=CC3CCC(C2)N3C)cc1OC (centres undefined)	2	-4	0	-13	-5	6	-11	8	1
COc1ccc(CS(=O)(=O)c2ncn[nH]2)cc1	-6	1	1	1	-5	10	-2	-1	3
Cc1ccc(-n2ncc(C#N)c2/N=C/N2CCOCC2)cc1	-1	-5	1	9	-3	4	-8	7	-7
COc1cccc(CNC(=O)C2CC(=O)N(C3CCCCCCC3)C2)c1 (centres undefined)	7	-4	4	23	-1	1	5	-6	-7
Cc1ccc(C2C(C(=O)c3cccs3)=C(O)C(=O)N2c2nnc(C)s2)cc1 (centres undefined)	-2	2	2	11	1	4	14	-2	0
CC(C)OP(=O)(OC(C)C)C(Nc1cccc(C(=O)O)c1)c1ccccc1 (centres undefined)	-4	5	0	9	-2	·	-8	1	-1

Continued; the last 4 above are carried over.
SMILES	M4 antag	CHRM5 agonist	CHRM4 agonist	CHRM5 antagonist	CHRM1 agonist	TAAR1 ag	M1 antag	M1 PAM	M5 PAM
Cc1ccc(-n2ncc(C#N)c2/N=C/N2CCOCC2)cc1	-1	-5	1	9	-3	4	-8	7	-7
COc1cccc(CNC(=O)C2CC(=O)N(C3CCCCCCC3)C2)c1 (centres undefined)	7	-4	4	23	-1	1	5	-6	-7
Cc1ccc(C2C(C(=O)c3cccs3)=C(O)C(=O)N2c2nnc(C)s2)cc1 (centres undefined)	-2	2	2	11	1	4	14	-2	0
CC(C)OP(=O)(OC(C)C)C(Nc1cccc(C(=O)O)c1)c1ccccc1 (centres undefined)	-4	5	0	9	-2	·	-8	1	-1
CC1(C)CN(c2ccccc2)C(=O)[C@H]1CC(=O)Nc1ccccc1	-15	1	2	4	-3	4	-10	4	-1
O=C(Cn1ncc(Cl)c(Cl)c1=O)NC(=O)NC1CCCCC1	0	0	0	-4	-6	0	-7	0	5
CN(C)c1ccc(-c2nc3cc(N)ccc3o2)cc1	-15	2	3	-3	2	1	-8	14	6
CC(=O)NC(CC(=O)OCC(=O)N1CCN(S(=O)(=O)c2ccc(C)cc2C)CC1)c1ccccc1 (centres undefined)	-5	-1	2	1	-2	-1	4	5	6
O=C(CSc1nnc(C2COc3ccccc3O2)o1)N1CCOCC1 (centres undefined)	-19	-2	1	-8	-1	0	-17	5	-2
O=C(Cc1ccc(Cl)cc1)Nc1ccncc1	-3	9	8	7	-1	3	-7	5	-12
COCCNC(=O)/C(C#N)=C/c1ccc(OC(=O)c2cccs2)c(OC)c1	-26	7	3	3	3	5	-3	3	-2
CCc1cc(Cl)c(OC)c(C(=O)NC[C@@H]2CCCN2CC)c1O	3&-7	0&0	7&2	5&-1	-5&-6	14&5	-4&6	-13&-16	-12&-9
Cc1ccnc(Sc2nc3c(c(=O)[nH]c(=O)n3C)n2CCCc2ccccc2)n1	-2	0	1	-4	0	10	-9	11	1
COc1ccc2nc(N3CCN(C(=O)c4ccc5ncsc5c4)CC3)sc2c1	-5	2	16	7	1	16	-1	-4	-8
Cc1ccccc1Cn1c(=N)n(CC(O)c2ccco2)c2ccccc21 (centres undefined)	-1	-3	0	-5	-2	2	-21	6	7
C[C@H](CO)N1C[C@H](C)[C@@H](CN(C)S(=O)(=O)c2ccccc2)Oc2ccc(NC(=O)c3ccncc3)cc2C1=O	-2	0	0	5	-11	4	2	-6	-5
O=C1C2CC=C(Cl)CC2C(=O)N1CC1OCCc2ccccc21 (centres undefined)	5	-2	1	0	-2	7	-4	2	-5
Cc1cc2n(n1)C(c1ccco1)Nc1ccccc1-2 (centres undefined)	-2	-1	1	4	4	8	-13	13	0
CC(C)Nc1cc(C(C)(C)C)nc2c(-c3ccccc3)cnn12	-28	4	0	0	0	9	-17	10	2
Cn1c(CC(=O)Nc2ccccc2F)nnc1SCC(=O)Nc1nccs1	-15	-3	0	15	-3	2	-4	10	0
CCn1ccnc1C(O)(c1ccccc1)c1ccccc1	1	-11	0	4	-8	2	-16	7	1
Cc1cc(C(=O)Nn2cnnc2)ccc1[N+](=O)[O-]	0	-1	1	4	-3	0	-10	6	2
CC(c1ccc(Cl)cc1)n1c(-c2ccc3ccccc3n2)n[nH]c1=S (centres undefined)	-6	-1	-1	1	-7	0	-5	4	0
COc1ccc2cc(CN(CCCN3CCOCC3)Cc3nnnn3C3CCCCC3)c(=O)[nH]c2c1	-12	2	1	1	-9	4	-1	-6	0
COc1ccc(-n2c(C)c(C)c3c(NCCCN(C)C)ncnc32)cc1	0	-7	-2	9	-8	-3	-6	0	1
CCOc1ccccc1NC(=O)CCn1cccc1	6	-3	1	-9	-2	2	1	2	2
CCOC(=O)C1=CNS(=O)(=O)NC1c1ccc(C[C@H](NC(=O)CNC(=O)CCc2ccccc2)C(N)=O)cc1 (some centres undefined)	-4	2	1	-6	-2	2	-13	10	5
CC(=O)c1c(C)[nH]c(C2=NNC(=NCc3ccccc3)SC2)c1C	-9	2	1	12	-2	20	-2	8	0
CC1(C(=O)NCc2ccccc2)CCC(=O)N1CCCn1ccnc1 (centres undefined)	-5	2	0	-2	-5	0	-3	1	-2
O=C(Nc1cccc(C(F)(F)F)c1)Nn1cnnc1	3	-3	-1	-4	-1	7	-3	5	-2
CN(C)C(=O)C(NC(=O)c1ccccc1)=C(Cl)Cl	2	3	2	5	-2	3	-11	9	5
CCOC(=O)c1ccccc1NC(=O)CSc1nc2ccncc2[nH]1	5	-1	2	9	0	0	-9	10	0
O=C(c1cc2ccccc2o1)N(Cc1ccco1)Cc1cccs1	-6	1	1	-5	-5	-2	7	-4	3
CCN(CC(=O)NCc1ccc(F)cc1)S(=O)(=O)c1ccc(C)cc1	10	-6	2	6	-6	1	-12	9	0
Cc1cccc(C(=O)NCC(=O)NC(C)CCc2ccccc2)c1 (centres undefined)	-5	-2	2	-9	-4	-1	1	2	-1
CCN(CC)c1ccc(NC(=O)COC(=O)/C=C/c2nc3ccccc3s2)cc1	-3	-1	1	13	-4	1	-8	8	-2
OCC1OC(n2cnc3c(SCc4ccccc4)ncnc32)C(O)C1O (centres undefined)	-7	3	2	-9	-1	5	-4	-1	0
CCCc1cc(=O)oc2c3c(cc(OCC(=O)NCCN4CCOCC4)c12)OC(C)(C)CC3	-3	2	2	7	-5	3	0	-4	0
Cn1cc(Br)c(C(=O)NN2C(=O)C3C(C2=O)C2C=CC3C23CC3)n1 (centres undefined)	-8	-3	0	8	-3	5	-4	6	1
CC[n+]1c(/C=C/Nc2ccccc2)oc2ccc(OC)cc21	-4	-3	1	5	-11	11	-6	3	1
CSc1cccc(NC(=O)CCn2c(=O)c3cccn3c3cccnc32)c1	-14	-2	2	7	-1	23	-5	1	-2
O=C(Cc1ccc(Br)cc1)NC1CCN(Cc2ccccc2)CC1	8	-6	3	15	-10	10	-4	2	-1
CCC(C)C(CO)NCCCn1cnc(C(=O)Nc2ccc(C)c(C)c2)n1 (centres undefined)	-6	1	1	-8	-5	0	-9	5	3
Cn1c(=O)c2cc(NC(=O)OCCF)ccc2n1Cc1cccc(C(F)(F)F)c1	4	8	5	4	5	4	-13	7	1
COc1cc(/C=N/NC(=O)c2ccoc2C)ccc1OCCN1CCCCC1	5	-4	1	-9	-5	5	-9	7	5
CCCN(CCC)S(=O)(=O)c1ccc(C(=O)NCc2ccco2)cc1	5	1	0	-3	-2	-1	-20	10	0
c1ccc(CN2CCN(c3ncnc4nc[nH]c34)CC2)cc1	-7	2	3	1	-1	4	-7	5	0
COc1ccc(C(=O)Nc2ccc(O)c3c(=O)cc(-c4cccc(Cl)c4)oc23)cc1	-2	-2	2	0	-3	5	1	4	4
CCOc1ccc(-c2nnn(CC(=O)NCc3ccco3)n2)cc1	-9	-1	2	6	-4	4	-9	6	8
CCOC(=O)C1CCCN(Cc2ccc3c(c2)OCO3)C1 (centres undefined)	16	-5	1	-3	-11	3	-14	10	5
Cc1ccc(S(=O)(=O)Nc2c(C)nc3nc[nH]n3c2=O)c(C)c1	6	-3	0	12	-2	6	6	-1	-3
COC(C(=O)NNS(=O)(=O)c1ccc([N+](=O)[O-])cc1)c1ccccc1 (centres undefined)	15	-2	2	10	-5	5	1	5	3
CC(=O)Nc1cnc(-c2ccc3c(c2)OCO3)cn1	5	0	0	2	-2	2	-8	1	-1
COc1ccc(C(=O)NNC(=O)c2cc(C)[nH]n2)cc1	-2	-2	0	3	-8	4	-4	7	6
Fc1ccc(Nc2nc(Oc3ccc4c(c3)OCO4)nc(N3CCOCC3)n2)c(F)c1	8	-1	0	-1	-3	10	-9	16	0
COc1ccc(OC)c(C(=O)NC(CC(N)=O)c2ccc(NCCN3CCCCC3)c([N+](=O)[O-])c2)c1 (centres undefined)	-4	2	1	-3	-3	15	-10	6	0
CCC(Cc1ccccc1)NC(=O)C1CCC(CNc2c(N3CCCC3)c(=O)c2=O)CC1 (centres undefined)	4	-1	-1	0	-4	1	-9	6	-5
